# Vif-APOBEC3F blk: qHTS for Inhibitors of Vif-A3F Interactions: qHTS | HeLa A3F-eYFP + Vif (tagged APOBEC3F with the HIV-1 protein that degrades it), YFP fluorescence increase | Potency, µM (series often up to 46.1 µM), for the others: at the top dose activity, negative = active | hit rate 0.2% among 390,000; note: % of control where 0% means no effect; nearly all actives have a fitted effect of over 65% in size
#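 Fluorescence increase (Ex 488/Em 500-530) after overnight compound treatment at 37 deg C flags inhibition of Vif-driven A3F-eYFP loss in stable HeLa A3F-eYFP/Vif cells seeded overnight beforehand.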
# ALOX12 inh: Primary qHTS assay for inhibitors of human arachidonate 12S-lipoxygenase (ALOX12): Round 2; purified 12hLO, xylenol orange hydroperoxide absorbance; Polyunsaturated fatty acid lipoxygenase ALOX12 (Homo sapiens), P18054; Potency, µM (series often up to 108 µM), for the others: at the top dose activity change, negative = inhibition, actives largely listed as inhibitors; AID 1671190, 2021; hit rate 1.1% among 580,000; note: % is set by controls: 0 for no effect and ±100 for the full control effect
#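 Hydroperoxide product was detected by ferrous iron/xylenol orange as the 573 to 405 nm absorbance ratio. Arachidonic acid at 40 uM (final) was turned over for 30 min at room temperature by 150 nM human 12hLO, pH 7.0 Hepes buffer, after 15 min compound preincubation.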
# TrxR1 substrate: qHTS Assay for Substrates of Mammalian Selenoprotein Thioredoxin Reductase 1 (TrxR1): qHTS; Thioredoxin reductase 1, cytoplasmic (Rattus norvegicus), O89049; Potency, µM (top dose mostly 114 µM), inactives show at the top dose activity change, negative = substrate turnover; hit rate 0.01% among 390,000; purified TrxR1 substrate turnover, NADPH consumption readout; AID 588456, 2011; note: % is set by controls: 0 for no effect and ±100 for the full control effect; nearly all actives have a fitted effect of over 50% in size
# Target sequence (O89049 whole entry, looked up): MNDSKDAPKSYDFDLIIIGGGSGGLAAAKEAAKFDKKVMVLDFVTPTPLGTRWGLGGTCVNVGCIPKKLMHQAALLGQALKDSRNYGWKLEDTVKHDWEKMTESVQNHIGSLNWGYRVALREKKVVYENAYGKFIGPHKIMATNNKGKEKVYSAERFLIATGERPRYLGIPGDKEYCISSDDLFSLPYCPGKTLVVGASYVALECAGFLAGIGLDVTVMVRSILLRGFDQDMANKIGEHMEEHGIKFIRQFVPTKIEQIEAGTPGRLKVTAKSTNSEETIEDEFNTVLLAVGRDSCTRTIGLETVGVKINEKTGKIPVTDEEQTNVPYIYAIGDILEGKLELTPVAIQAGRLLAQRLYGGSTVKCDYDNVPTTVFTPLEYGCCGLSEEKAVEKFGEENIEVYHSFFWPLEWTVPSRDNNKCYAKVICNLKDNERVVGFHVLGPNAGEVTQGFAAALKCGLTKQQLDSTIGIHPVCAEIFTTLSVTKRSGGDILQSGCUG
#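 Rat TrxR1, dispensed at 90 nM, was prereduced with 400 uM NADPH (final) for 5 min at ~22 deg C, then incubated with compound 15 min before 400 uM selenite. A first-read NADPH fluorescence drop versus no-compound background flagged substrates.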
# Vif-APOBEC3G blk: qHTS for Inhibitors of Vif-A3G Interactions: qHTS. Potency, µM (doses to about 46.1 µM), without a hit: at the highest dose activity, negative = active, actives largely listed as inhibitors. hit rate 0.076% among 410,000. HeLa A3G-eYFP + Vif (tagged APOBEC3G with the HIV-1 protein that degrades it), YFP fluorescence, overnight. AID 602310, 2012;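 note: % is set by controls: 0 for no effect and ±100 for the full control effect; nearly all actives have a fitted effect of over 60% in size; hits raise eYFP signal because A3G escapes Vif-driven loss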
#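 HeLa cells stably expressing Vif and C-terminally eYFP-tagged A3G, seeded overnight at 37 deg C, then exposed to compound by pintool overnight at 37 deg C. Rise in yellow fluorescence (Ex 488/Em 500-530, Acumen) marks blocked Vif-driven A3G degradation.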
# USP1-UAF1 inh: Inhibitors of USP1/UAF1: Primary Screen | recombinant USP1/UAF1, Ub-Rhodamine cleavage fluorescence | Potency, µM (top dose mostly 57.1 µM), inactives show at the top dose activity change, negative = inhibition, usual class: inhibitors | hit rate 0.23% among 390,000 | AID 743255, 2014; note: % is set by controls: 0 for no effect and ±100 for the full control effect; nearly all actives have a fitted effect of over 60% in size; inactives centre near -12
#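 USP1/UAF1 complex at 1 nM was preincubated with compound for 15 min at room temperature, then Ub-Rho substrate (150nM final) was added. Fluorescence (480/540 nm) was read kinetically, 6 reads every 60 seconds.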
# RGS4 inh: Inhibitors of Regulator of G Protein Signaling (RGS) 4: qHTS. hit rate 0.039% among 390,000. Transcreener GDP fluorescence polarization, RGS4-accelerated GTP hydrolysis. Potency, µM (top dose mostly 114 µM), for inactives: top-dose activity change, negative = inhibition, hits mostly inhibitors. Regulator of G-protein signaling 4 (Homo sapiens), P49798; note: % is set by controls: 0 for no effect and ±100 for the full control effect; nearly all actives have a fitted effect of over 75% in size; some results filed as inactive show a strong effect at the top dose
#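 MLSMR compounds (23 nl, pin-transferred) preincubated 10 min at room temperature with a 500nM (2x) first reagent, then RGS4 at 900nM (2x) plus Transcreener GDP mix added; fluorescence polarization (620/688 nm) read before and after 90 min at 30 °C.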
# RXFP1 ag: qHTS Assay for Agonists of the Relaxin Receptor RXFP1; Relaxin receptor 1 (Homo sapiens), Q9HBX9; HEK293T-RXFP1 cAMP TR-FRET, 30 min; response scale: percent of porcine relaxin response, buffer zero; AID 2676, 2010; Potency, µM (doses to about 57.5 µM), without a hit: at the top dose activation, hits mostly activators; hit rate 0.3% among 370,000; note: % is set by controls: 0 for no effect and ±100 for the full control effect; nearly all actives have a fitted effect of over 60% in size; many of its hits are not listed in these tables
#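 HEK293T cells stably expressing RXFP1 were pretreated with the PDE4 inhibitor Ro 20174, exposed to compounds for 30 min at 37C, lysed, and cAMP was read by TR-FRET. Data normalized to buffer (basal) and 29 nM porcine relaxin (100%).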
# mIDH1 inhibitor: qHTS for Inhibitors of mutant isocitrate dehydrogenase 1 (IDH1): qHTS; IDH1-R132H enzyme, NADPH consumption, diaphorase/resazurin fluorescence; Potency, µM (series often up to 76.6 µM), without a hit: at the highest dose activity change, negative = inhibition, usual class: inhibitors; hit rate 0.093% among 390,000; note: % is set by controls: 0 for no effect and ±100 for the full control effect; nearly all actives have a fitted effect of over 65% in size
# Target sequence (O75874 whole entry R132H, stated change not applied): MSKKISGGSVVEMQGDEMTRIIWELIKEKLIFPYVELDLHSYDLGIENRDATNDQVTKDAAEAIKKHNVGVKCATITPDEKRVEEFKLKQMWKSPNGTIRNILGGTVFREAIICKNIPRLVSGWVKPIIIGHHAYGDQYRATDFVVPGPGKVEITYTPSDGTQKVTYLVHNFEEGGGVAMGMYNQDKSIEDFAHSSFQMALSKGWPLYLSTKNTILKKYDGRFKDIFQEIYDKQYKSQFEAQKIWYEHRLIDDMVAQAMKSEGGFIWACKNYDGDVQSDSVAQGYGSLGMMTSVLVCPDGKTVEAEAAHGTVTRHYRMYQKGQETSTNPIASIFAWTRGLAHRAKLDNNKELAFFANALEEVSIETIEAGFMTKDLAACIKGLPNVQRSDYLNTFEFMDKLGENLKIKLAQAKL
#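 IDH1-R132H (0.5 ug/mL dispensed) in pH 7.5 Tris buffer was preincubated 30 min with compound, then given a substrate mix of 0.016 mM NADPH and 2 mM alpha-KG for 80 min at room temperature; remaining NADPH was read by diaphorase/resazurin fluorescence.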
# TrxR1 inh: qHTS Assay for Inhibitors of Mammalian Selenoprotein Thioredoxin Reductase 1 (TrxR1): qHTS | Thioredoxin reductase 1, cytoplasmic (Rattus norvegicus), O89049 | recombinant rTrxR1, NADPH fluorescence consumption, selenite substrate | Potency, µM (doses to about 114 µM), inactives show at the top dose activity change, negative = inhibition, hits mostly inhibitors | hit rate 1% among 390,000 | AID 588453, 2011; note: % is set by controls: 0 for no effect and ±100 for the full control effect; nearly all actives have a fitted effect of over 65% in size
#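 Rat TrxR1 (90 nM in the dispensed reagent) was pre-reduced with 400 uM NADPH for 5 min at room temperature, then incubated with compound for 15 min. After 400 uM selenite was added, NADPH fluorescence (Ex 340/Em 450 nm) was followed for 8 min.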
# The depositor's hits bear a star; u = inconclusive; x = not tested or not shown; & = joins results of further samples; [ ] = another dose, or the depositor's remark. Calls come from the whole dose curve; as a rule, active = well fitted curve in the direction sought with a large enough effect; inconclusive = small, poorly fitted or top-dose-only effect, or another doubt; inactive = no such curve, though single readings can be large; an effect the other way counts as inactive or inconclusive. Potency is the fitted concentration of half-maximal effect.
Compound	TrxR1 inh	TrxR1 substrate	Vif-APOBEC3G blk	USP1-UAF1 inh	RGS4 inh	RXFP1 ag	Vif-APOBEC3F blk	ALOX12 inh	mIDH1 inhibitor
N#Cc1c(Nc2ccccc2)sc(C(=O)c2ccc(F)cc2)c1N	-14%	-10%	-4%	-25%	-27%	-0.5%	3%	-9%	-14%
Cc1ccc(C2NC(=S)NC3=C2N2CCC3CC2)cc1 (configuration not stated)	5%	2%	0%	3%	-11%	1.4%	-1%	-3%	-1%
CCN1/C(=C2\C(=O)N(C)C(=S)N2C)C=Cc2cc(OC)ccc21	18%[57.1 µM]	13%[57.1 µM]	-3%	-21%	-36%	-5.7%	-8%	u	7%
O=C(c1cccc(S(=O)(=O)Nc2ccccc2Cl)c1)N1CCN(c2ccccc2O)CC1	21%	0%	2%	-20%	4%	-0.3%	0%	-4%	-16%
CCOc1ccc2[nH]cc(C(=O)NCc3ccccc3)c(=O)c2c1	18%	1%	-12%	-18%	4%	0.4%	-7%	299%[activator]	0%
CCOC(=O)c1ccc(NC(=S)NCCC2=CCCCC2)cc1	-26%	-15%	-8%	-8%	-8%	0.5%	-25%	40µM*	3%
O=C(O)CC1SC(=O)N(CC(=O)c2ccccc2)C1=O (configuration not stated)	11%[57.1 µM]	3%[2.29 µM]	1%	-3%	-3%	0.0%	10%	0%	2%
COc1cccc(C(C(=O)NC2CCCC2)N(Cc2ccccc2OC)C(=O)c2ccco2)c1 (configuration not stated)	4%[57.1 µM]	8%[57.1 µM]	3%	-2%	-4%	1.8%	6%	436%[activator]	5%
Cc1cccc(OCCn2nc(C(=O)O)c3ccccc3c2=O)c1	3%[57.1 µM]	8%[57.1 µM]	-7%	-17%	27%	-2.4%	-1%	-4%&0%	10%
O=C(O)Cn1nc2c3c(cccc3c1=O)-c1ccccc1-2	-2%	10%	0%	-6%	43%	7.0%	-5%	-2%	-14%
COc1ccc(Cl)cc1C(=O)OCC(=O)Nc1sccc1C(N)=O	5%[57.1 µM]	-7%[57.1 µM]	-11%	u	-13%	x	u	-3%	3%
CCC1CCc2sc(C(=O)NCC(c3ccccc3OC)N3CCCC3)cc2C1 (configuration not stated)	5%	3%	0%	-27%	4%	-1.4%	0%	145%[activator]	0%
O=C(c1cc(-c2ccccc2Cl)nc2ccccc12)N1CCN(c2ccccc2O)CC1	20%	5%	0%	u	1%	1.0%	-20%	u	2%
CC1CCCN(CCCNC(=O)c2ccc(CS(=O)(=O)c3c(Cl)cccc3Cl)o2)C1 (configuration not stated)	5%	-2%	1%	-11%	13%[11.4 µM]	0.2%	-10%	-4%	-6%
COc1ccc(-c2ccc(OC)c(OC)c2OC)c(OC)c1OC	14%[11.4 µM]	8%[11.4 µM]	-7%	-5%	10%	x	5%	2%	1%
COc1cccc(OCC(=O)NNC(=O)c2ccc(-c3ccccc3)cc2)c1	24%[57.1 µM]	1%[57.1 µM]	-8%	-10%	u	-2.0%	2%	-20%	3%
CC(=O)c1cccc(NC(=O)c2ccc3c(c2)c(C)c(C)n3Cc2ccc(Cl)cc2)c1	10%[57.1 µM]	-5%[57.1 µM]	4%	-15%	-27%	-1.5%	5%	-14%	4%
CCOC(=O)Nc1cc(C)c(Cl)cc1OC	-6%	-6%	-5%	-21%	23%	-1.7%	x	0%	4%
CSc1ncc(Cl)c(C(=O)Nc2ccc(C)c(C)c2)n1	23%	4%	-1%	-26%	-21%	3.6%	1%	0%	10%
CC1(C)CC(=NOC(=O)c2ccccc2)CC(C)(C)N1O	0%	0%	-4%	-8%	-13%	1.2%	7%	44%[activator]	8%

# The last 2 entries of the section above open the next one:
Compound	TrxR1 inh	TrxR1 substrate	Vif-APOBEC3G blk	USP1-UAF1 inh	RGS4 inh	RXFP1 ag	Vif-APOBEC3F blk	ALOX12 inh	mIDH1 inhibitor
CSc1ncc(Cl)c(C(=O)Nc2ccc(C)c(C)c2)n1	23%	4%	-1%	-26%	-21%	3.6%	1%	0%	10%
CC1(C)CC(=NOC(=O)c2ccccc2)CC(C)(C)N1O	0%	0%	-4%	-8%	-13%	1.2%	7%	44%[activator]	8%
O=C(CNC(=O)c1cccs1)OCc1ccc(Br)cc1	24%	5%	-6%	-27%	-2%	-0.1%	-1%	-23%	-6%
Cc1nn(CC2CC2)c(=O)n1-c1cccc(Cl)c1	16%[57.1 µM]	3%[57.1 µM]	0%	-13%	-9%	-0.6%	-2%	7%	0%
O=C(/C=C/c1ccccc1)Nc1cc(-c2nc3ccccc3o2)ccc1Cl	34%	10%	x	0%	-9%	0.0%	x	1%	x
CC(C)C[C@H]1CNC(=S)N1CC1CCCN1C[C@H](Cc1ccccc1)N1C[C@H](Cc2ccc(O)cc2)N(CC2CCCCCC2)C1=S (some centres not stated)	13%	1%	3%	-32%	-24%	x	-7%	-85%	7%
O=C1C=C(c2ccc3[nH]ccc3c2)C[C@@H](c2ccc(Cl)cc2)C1	3%[57.1 µM]	-10%[57.1 µM]	-9%	-29%	-27%	1.2%	-29%	5%	8%
COc1cc(OC)c2c(-c3ccccc3)cc(=O)oc2c1C(CCN1CCOCC1)c1ccc(N(C)C)cc1 (configuration not stated)	-3%	-6%	5%	-25%	-20%	x	-3%	-11%	1%[38.3 µM]
CCCN(CC(=O)Nc1ccccc1C)C(=O)COC(=O)c1cnc(C)cn1	2%[57.1 µM]	0%[57.1 µM]	0%	-10%	-22%	x	5%	3%	-2%
NC(=O)CC(NC(=O)Cc1cccc2ccccc12)c1ccc(N2CCN(c3ccc(F)cc3)CC2)c([N+](=O)[O-])c1 (configuration not stated)	14%[57.1 µM]	7%[57.1 µM]	-3%	-26%	-6%	-1.8%	-14%	-3%	-5%
COc1ccc(NC(=O)c2cnc(SCC(=O)NCCc3ccccc3)n(C)c2=O)cc1	-1%	0%	0%	-1%	-24%	5.9%	-19%	-12%	7%
CCOC(=O)c1ccc(-n2ccnc2)c(NC(=O)c2ccc(Cl)cc2)c1	0%	-5%	-2%	-17%	2%	-2.2%	1%	-16%	1%
COc1ccc(NC(=O)CCNS(=O)(=O)c2ccc3c(c2)CC(C)N3C(=O)C2CC2)cc1 (configuration not stated)	25%	5%	1%	-31%	-25%[56.9 µM]	0.0%	-6%	9%	-3%
FC(F)(F)c1cccc(NC(=S)N(CCCN2CCCC2)Cc2cccn2Cc2ccc(Cl)cc2)c1	5%	-7%	-22%	-8%	-6%	0.6%	-17%	u	6%
Cc1ccccc1C(=O)NC1CCN(CC(=O)N2CCCCC2C)CC1 (configuration not stated)	11%	4%	-1%	-16%	-4%	3.9%	1%	-8%	4%
COc1ccc(C(=O)NCc2nnc(SCC(=O)NC3=NCCS3)n2C)cc1	14%[57.1 µM]	-8%[57.1 µM]	-4%	-10%	-15%	3.8%	15%	u	0%
Cc1ccc(CNC(=O)CN(C(=O)C2(C)CC(=O)N=C3C=CC=CN32)c2ccccc2F)cc1 (configuration not stated)	-9%	205%[activator]	0%	-11%	26%	1.4%	-5%	-11%	-2%
Cc1nn(C(=O)CCCC(=O)NCc2ccccc2)c2ccccc12	178%[activator]	107%[activator]	-22%	-9%	u	5.0%	-2%	-6%	2%
O=C(NCCO)N1c2ccccc2Sc2ccccc21	7%	4%[57.1 µM]	0%	-6%	1%	-0.4%	-14%	u	0%
Cc1ccccc1OCCSc1nc2ccccc2n1CCC(=O)O	23%	-1%	0%	-12%	-14%	0.1%	-2%	-9%	1%
CCOc1ccc(NC(=O)[C@@H](NC(=O)c2ccccc2)[C@@H](C)CC)cc1	9%	-1%	-6%	-9%	-20%	-0.8%	10%	29%	4%
C/C(=N\Nc1nc(-c2ccccc2O)nc2ccccc12)c1ccccc1	-1%	-8%	-26%	-21%	5%	0.0%	-4%	-17%	6%
COc1ccc(-c2ccc(NC(=O)c3ccc(Br)o3)cc2)nn1	-11%	5%[57.1 µM]	0%	-22%	-11%	27%	10%	u	4%
COc1ccc2c(c1)c(C(=O)N/N=C/c1cccc(Br)c1)c(C)n2C	3%[57.1 µM]	-24%[57.1 µM]	-5%	-10%	7%	-0.6%	17%	-11%	33%
O=C1CN(c2ccc(Cl)cc2)C(=O)CN1NC(=S)Nc1ccc(Cl)cc1	-10%	-4%	0%	-2%	-19%	1.2%	-6%	u	-2%

# Assay outcomes from PubChem BioAssay.

# Not all compounds are listed; count on the stated rates, not on these rows.
